PLK1 PBD inh: inhibitors of human PLK1 polo-box domain binding; actives 2.8% (n = 360,000); P53350; Potency, µM, without a hit: max response, negative = inhibition, most hits filed as inhibitors; Plk1 PBD binding of FITC phosphopeptide, fluorescence polarization; AID 720504; note: potency is the fitted concentration of half-maximal effect; series mostly up to about 57 µM; % is set by controls: 0 for no effect and ±100 for the full control effect; nearly all actives have a fitted effect of over 65% in size
PI5P4K alpha inh: PI5P4K alpha (human) kinase inhibition. max response, %. AID 652105. P48426. PI5P4Kalpha enzyme, ADP-Glo luminescence, 60 min; hits give low values. actives 1.2% (n = 330,000); active = max response of -50% or lower; inconclusive = between -30% and -50%; inactive = -30% or higher; note: value at the top dose of about 77 µM; % is set by controls: 0 for no effect and ±100 for the full control effect
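Controls without substrate or without enzyme flank wells where PI5P4Kalpha converts substrate using 5 microM ATP (final). Incubation lasts 60 minutes at room temperature; ADP formed is read by ADP-Glo luminescence.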
EPAC1 antag: EPAC1 (human) antagonism; O95398; AID 720709; actives 0.14% (n = 360,000); EPAC1 GEF assay, Rap1b-BODIPY-GDP exchange fluorescence; Potency, µM (series often up to 115 µM), without a hit: top-dose activity change, negative = inhibition, hits mostly inhibitors;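 note: potency is the fitted concentration of half-maximal effect; plate controls were vehicle for no effect and positive control for full effect; nearly all actives have a fitted effect of over 50% in size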
Target sequence (O95398 whole entry, looked up): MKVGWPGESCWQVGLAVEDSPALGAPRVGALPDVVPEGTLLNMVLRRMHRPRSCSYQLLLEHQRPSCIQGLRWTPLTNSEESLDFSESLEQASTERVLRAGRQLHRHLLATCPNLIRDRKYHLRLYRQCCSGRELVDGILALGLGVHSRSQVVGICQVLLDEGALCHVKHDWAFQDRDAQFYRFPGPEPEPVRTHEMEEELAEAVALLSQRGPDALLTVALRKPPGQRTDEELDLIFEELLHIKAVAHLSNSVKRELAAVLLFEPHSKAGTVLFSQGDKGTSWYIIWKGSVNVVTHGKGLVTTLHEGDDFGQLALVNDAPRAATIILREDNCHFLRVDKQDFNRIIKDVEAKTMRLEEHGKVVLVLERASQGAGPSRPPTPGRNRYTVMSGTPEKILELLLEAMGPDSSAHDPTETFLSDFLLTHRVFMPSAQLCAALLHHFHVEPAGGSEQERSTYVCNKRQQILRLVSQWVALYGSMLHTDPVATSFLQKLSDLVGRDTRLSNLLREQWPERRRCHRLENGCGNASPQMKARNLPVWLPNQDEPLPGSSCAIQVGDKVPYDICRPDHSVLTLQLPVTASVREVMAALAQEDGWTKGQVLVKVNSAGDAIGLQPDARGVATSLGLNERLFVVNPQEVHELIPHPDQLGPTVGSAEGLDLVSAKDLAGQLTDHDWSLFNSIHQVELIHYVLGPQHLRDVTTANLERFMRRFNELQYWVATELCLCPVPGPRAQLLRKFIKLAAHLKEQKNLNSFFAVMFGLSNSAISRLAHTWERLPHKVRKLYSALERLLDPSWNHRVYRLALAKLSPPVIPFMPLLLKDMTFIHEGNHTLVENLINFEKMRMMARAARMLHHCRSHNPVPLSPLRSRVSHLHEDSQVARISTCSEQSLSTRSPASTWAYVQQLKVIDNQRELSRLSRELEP
FUS suppressor: FUS proteinopathy suppression in yeast | Potency, µM (doses to about 76.6 µM), inactives show at the highest dose growth rescue (activation), hits mostly activators | S. cerevisiae FUS-expressing, growth rescue, OD600, 24 h | actives 0.24% (n = 390,000) | AID 1347120;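 note: potency is the fitted concentration of half-maximal effect; plate controls were DMSO vehicle for no effect and reference control for full effect; nearly all actives have a fitted effect of over 55% in size; some results filed as inactive show a strong effect at the top dose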
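Restored growth of FUS-toxic S. cerevisiae, read as 600 nm absorbance after 24 h at 30C in galactose medium (starting OD 0.005). Controls CP55940 and DMSO.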
WRN inhibitor: WRN helicase (human) inhibition; Q14191; WRN helicase unwinding, fluorescent forked duplex, kinetic; Potency, µM (highest dose often 114 µM), for inactives: at the highest dose activity change, negative = inhibition, hits mostly inhibitors; actives 0.46% (n = 360,000); AID 651768; note: potency is the fitted concentration of half-maximal effect; % is set by controls: 0 for no effect and ±100 for the full control effect; nearly all actives have a fitted effect of over 55% in size
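WRN at 20 nM final was preincubated with compound for 15 min at room temperature; reaction started with 100 nM forked duplex oligonucleotide carrying fluorophore and quencher plus 2 mM ATP (final). Unwinding followed kinetically by red fluorescence (ex 525/em 598 nm).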
IL-2 act: IL-2 activation. IL-2 activation reporter assay, cell-based qHTS; stimulated with anti-CD3/CD4/CD28 beads; in transgenic mouse T cells. activation, % (series mostly up to about 46 µM). actives 0.065% (n = 360,000); in the data active = activation above about 50%; inconclusive = mostly about 30% to 49%; note: 0% is about no effect
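Unstimulated transgenic mouse T cells, 750 per well, received compound and, after 60 minutes, anti-CD3/anti-CD4 bead plus anti-CD28 stimulation. EGFP and DsRed were quantified after 18 hours.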
Abeta yeast res: A-beta toxicity reversal in yeast | AID 1347071 | actives 0.063% (n = 410,000) | yeast expressing A-beta42, growth rescue, OD600, 48 h; response scale: 0% DMSO, 100% iron-clioquinol control | Potency, µM (doses to about 46.1 µM), without a hit: top-dose growth rescue, most hits filed as activators; note: potency is the fitted concentration of half-maximal effect; nearly all actives have a fitted effect of over 55% in size
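Yeast growth medium received pinned compounds, then yeast cells expressing toxic A-beta were added; plates incubated at 30 C for 48 hr. Growth read as absorbance at 600 nm, normalized to DMSO and equimolar FeCl3 plus clioquinol controls.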
EPAC1 ag: agonists of human EPAC1. O95398. EPAC1 agonist qHTS, biochemical assay; response scale: 100% = response to 6.5 mM cAMP. Potency, µM (titrated, usually from 154 µM), for inactives: top-dose activation, usual class: activators. actives 0.073% (n = 360,000). AID 720707; note: potency is the fitted concentration of half-maximal effect; nearly all actives have a fitted effect of over 60% in size
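Multi-concentration qHTS readout: loss of Rap1B-bound BODIPY-GDP fluorescence driven by 100 nM EPAC1 with excess GDP (50 uM), monitored kinetically at room temperature; agonist response expressed relative to 6.5 mM cAMP.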
The depositor's hits bear a star; [ ] = dose if it differs, or a comment. Unless noted, calls come from the whole dose curve; as a rule, active = well fitted curve in the direction sought with a large enough effect; inconclusive = small, poorly fitted or top-dose-only effect, or another doubt; inactive = no such curve, though single readings can be large; an effect the other way counts as inactive or inconclusive.

The opening three entries as a preview:
Screening CCN(C(=O)COC(=O)C(c1ccccc1)c1ccccc1)c1c(N)n(Cc2ccccc2)c(=O)[nH]c1=O returned PLK1 PBD inh 1%, PI5P4K alpha inh -4, EPAC1 antag -4%, FUS suppressor inconclusive, WRN inhibitor -2%, IL-2 act 2.3, Abeta yeast res -11% and EPAC1 ag -11%.
`CCOc1cc(C#N)c(NC(=O)c2ccco2)cc1OCC` gave PLK1 PBD inh -7%, PI5P4K alpha inh -2, EPAC1 antag -1%, FUS suppressor -7%, WRN inhibitor -6%, IL-2 act -2.7, Abeta yeast res -10% and EPAC1 ag -8%.
`CC(Oc1ccccc1)C(=O)Nc1c2c(nn1-c1ccccc1)CS(=O)(=O)C2` (centres undefined) gave PLK1 PBD inh -8%, PI5P4K alpha inh 4, EPAC1 antag 0%, FUS suppressor 7%, WRN inhibitor -20%, IL-2 act -0.8, Abeta yeast res -7% and EPAC1 ag 3%.

The whole of this part (from the top)
Screening CCN(C(=O)COC(=O)C(c1ccccc1)c1ccccc1)c1c(N)n(Cc2ccccc2)c(=O)[nH]c1=O returned PLK1 PBD inh 1%, PI5P4K alpha inh -4, EPAC1 antag -4%, FUS suppressor inconclusive, WRN inhibitor -2%, IL-2 act 2.3, Abeta yeast res -11% and EPAC1 ag -11%.
`CCOc1cc(C#N)c(NC(=O)c2ccco2)cc1OCC` gave PLK1 PBD inh -7%, PI5P4K alpha inh -2, EPAC1 antag -1%, FUS suppressor -7%, WRN inhibitor -6%, IL-2 act -2.7, Abeta yeast res -10% and EPAC1 ag -8%.
`CC(Oc1ccccc1)C(=O)Nc1c2c(nn1-c1ccccc1)CS(=O)(=O)C2` (centres undefined) gave PLK1 PBD inh -8%, PI5P4K alpha inh 4, EPAC1 antag 0%, FUS suppressor 7%, WRN inhibitor -20%, IL-2 act -0.8, Abeta yeast res -7% and EPAC1 ag 3%.
Screening O=C(/C=C/c1ccccc1)Nn1cnnc1 returned PLK1 PBD inh -4%, EPAC1 antag -22%, FUS suppressor 13%, WRN inhibitor 1%, IL-2 act -2.1, Abeta yeast res -4% and EPAC1 ag 7%.
Screening COC(=O)Cc1cc(=O)n(-c2nc3ccccc3s2)[nH]1 returned PLK1 PBD inh -10%, EPAC1 antag -2%, FUS suppressor 29%, WRN inhibitor -22%[57.1 µM], IL-2 act 0.1, Abeta yeast res -3% and EPAC1 ag 7%.
For CCCN(C(=O)CSc1nnc(N)s1)c1c(N)n(Cc2ccccc2)c(=O)[nH]c1=O the results were PLK1 PBD inh -8%, PI5P4K alpha inh -3, EPAC1 antag 11%, WRN inhibitor -22%, IL-2 act -3.2, Abeta yeast res -1% and EPAC1 ag 7%.
`Cc1[nH]n(-c2ccccc2)c(=O)c1C1(C(F)(F)F)C(=O)N(c2ccc(F)cc2)C2=C1C(=O)CC(C)(C)C2` (centres undefined) gave PLK1 PBD inh -9%, PI5P4K alpha inh -4, EPAC1 antag 0%, FUS suppressor -12%, WRN inhibitor -4%, IL-2 act 0.0, Abeta yeast res 0% and EPAC1 ag 8%.
O=C(C(=O)N1CCN(CCN2CCOCC2)CC1)c1ccccc1 was read as PLK1 PBD inh -17%, PI5P4K alpha inh 6, EPAC1 antag 0%, FUS suppressor -2%, WRN inhibitor 7%, IL-2 act 0.0, Abeta yeast res -9% and EPAC1 ag 3%.
For COc1ccc(S(=O)(=O)NCCCCOc2ccc(Cl)cc2)cc1 the results were PLK1 PBD inh -10%, PI5P4K alpha inh 20, EPAC1 antag -23%, FUS suppressor inconclusive, WRN inhibitor -8%, IL-2 act -3.4, Abeta yeast res -7% and EPAC1 ag 7%.
For COc1ccccc1C(C)NCC(=O)NC(=O)NCc1ccco1 (centres undefined) the results were PLK1 PBD inh -5%, PI5P4K alpha inh -18, EPAC1 antag 15%, FUS suppressor 19%, WRN inhibitor -5%, IL-2 act -2.6, Abeta yeast res -3% and EPAC1 ag 4%.
Screening CC1CCN(C(=O)c2cccc(S(=O)(=O)N3CCN(c4ccccc4)CC3)c2)CC1 returned PLK1 PBD inh 2%, PI5P4K alpha inh -9, EPAC1 antag 14%, FUS suppressor -11%, WRN inhibitor -1%, IL-2 act -3.8, Abeta yeast res -57%[inhibitor] and EPAC1 ag -1%.
Screening Cc1ccc(OC(=O)c2ccc3nc(C)sc3c2)cc1 returned PLK1 PBD inh 19µM*, PI5P4K alpha inh -19, EPAC1 antag 35%[activator], FUS suppressor -5%, WRN inhibitor -20%, IL-2 act 394*, Abeta yeast res -30%[inhibitor] and EPAC1 ag -2%.
`CCOC(=O)C(C)Sc1nc2c(cnn2-c2ccc(C)cc2)c(=O)[nH]1` (centres undefined) gave PLK1 PBD inh inconclusive, PI5P4K alpha inh -2, EPAC1 antag 2%, FUS suppressor 15%, WRN inhibitor 4%, IL-2 act -1.0, Abeta yeast res 6% and EPAC1 ag 0%.
`O=C(CP(=O)(c1ccccc1)c1ccccc1)N1CCCCC1` gave PLK1 PBD inh -6%, PI5P4K alpha inh 2, EPAC1 antag 10%, FUS suppressor 16%, WRN inhibitor -1%, IL-2 act -0.6, Abeta yeast res 6% and EPAC1 ag 6%.
`CCOCCCN(C(=O)c1snc(C(N)=O)c1N)C(C(=O)NC(C)(C)C)c1ccc(Cl)cc1` (centres undefined) gave PLK1 PBD inh -7%, PI5P4K alpha inh -3, EPAC1 antag -10%, FUS suppressor 34%, WRN inhibitor 7%, IL-2 act -2.2, Abeta yeast res 22% and EPAC1 ag -8%.
`COc1ccc(OC)c(C2C(C(=O)Nc3cccnc3)=C(C)NC3=C2C(=O)CCC3)c1` (centres undefined) gave PLK1 PBD inh 0%, PI5P4K alpha inh -2, EPAC1 antag 0%, FUS suppressor -1%, WRN inhibitor 8%, IL-2 act -1.8, Abeta yeast res 7% and EPAC1 ag 2%.
For CCCC(=O)OCC(=O)Nc1ccccc1C#N the results were PLK1 PBD inh inconclusive, PI5P4K alpha inh 1, EPAC1 antag -9%, FUS suppressor 7%, WRN inhibitor -4%, IL-2 act 1.5, Abeta yeast res -11% and EPAC1 ag 9%.
Screening CCCCOc1ccc(S(=O)(=O)NC(=O)C2(C)CCN2C(=O)Cc2ccccc2Cl)cc1 (centres undefined) returned PLK1 PBD inh 0%, PI5P4K alpha inh 4, EPAC1 antag 5%, FUS suppressor 36%, WRN inhibitor 12%, IL-2 act -0.4, Abeta yeast res -17% and EPAC1 ag -17%.
`CCOC(=O)N1CCN(S(=O)(=O)c2cc([N+](=O)[O-])ccc2C)CC1` gave PLK1 PBD inh -4%, PI5P4K alpha inh -4, EPAC1 antag 13%, FUS suppressor -46%, WRN inhibitor 3%, IL-2 act -0.3, Abeta yeast res 7% and EPAC1 ag -8%.
For COc1ccc(CNC(=O)Cn2nc([N+](=O)[O-])cc2C)cc1 the results were PLK1 PBD inh -9%, PI5P4K alpha inh -2, EPAC1 antag 9%, FUS suppressor -17%, WRN inhibitor 1%, IL-2 act 1.4, Abeta yeast res 0% and EPAC1 ag 10%.
For O=C(COc1ccccc1)Nc1cccc(S(=O)(=O)N2CCCC2)c1 the results were PLK1 PBD inh -1%, PI5P4K alpha inh -7, EPAC1 antag -24%, FUS suppressor -4%, WRN inhibitor 2%, IL-2 act -3.4, Abeta yeast res -3% and EPAC1 ag 5%.
CCn1c(C)nc2cc(C(=O)NNC(=S)Nc3ccccc3OC)ccc21 was read as PLK1 PBD inh -3%, PI5P4K alpha inh -7, EPAC1 antag 9%, FUS suppressor -11%, WRN inhibitor -7%, IL-2 act -2.0, Abeta yeast res 8% and EPAC1 ag 5%.
Nn1c(SCC(=O)Nc2ccccc2F)nnc1-c1cccnc1 was read as PLK1 PBD inh -1%, EPAC1 antag -1%, FUS suppressor 41%, WRN inhibitor 12%, IL-2 act 2.8, Abeta yeast res inconclusive and EPAC1 ag 4%.
`CN(C)C(=O)C[C@@H]1C=C[C@@H](NC(=O)C2CCC2)[C@@H](CO)O1` gave PLK1 PBD inh 3%, PI5P4K alpha inh -4, EPAC1 antag 6%, FUS suppressor -9%, WRN inhibitor -8%, IL-2 act 0.9, Abeta yeast res 0% and EPAC1 ag 5%.
For C/C(=N\n1c(C)cc(C)c(C#N)c1=O)c1cccs1 the results were PLK1 PBD inh 2%, PI5P4K alpha inh 7, EPAC1 antag -19%, WRN inhibitor 4%, IL-2 act 0.1, Abeta yeast res 13% and EPAC1 ag -4%.
Screening COc1ccc(S(=O)(=O)N/N=C\c2ccc3c(c2)OCO3)cc1 returned PLK1 PBD inh -6%, EPAC1 antag 1%, FUS suppressor inconclusive, WRN inhibitor -7%, IL-2 act -1.5, Abeta yeast res -28% and EPAC1 ag 6%.
Screening O=C(/C=C/c1cccc(F)c1)c1ccc(N2CCOCC2)cc1 returned PLK1 PBD inh 4%, PI5P4K alpha inh -1, EPAC1 antag -20%, FUS suppressor 10%, WRN inhibitor -10%, IL-2 act -1.0, Abeta yeast res -10% and EPAC1 ag 13%.
CCOC(=O)c1c(C)nc2sc3c(=O)n(-c4ccc(C(C)=O)cc4)cnc3c2c1-c1ccc(Cl)cc1 was read as PLK1 PBD inh 1%, PI5P4K alpha inh 2, EPAC1 antag inconclusive, FUS suppressor 3%, WRN inhibitor -1%, IL-2 act 1.9, Abeta yeast res 1% and EPAC1 ag 22%.
COC(=O)C[C@H](NC(=O)Cn1cnc2c(SC)nc(N)nc21)C(=O)OC was read as PLK1 PBD inh -7%, PI5P4K alpha inh -1, EPAC1 antag 0%, FUS suppressor -12%, WRN inhibitor -2%, IL-2 act -0.3, Abeta yeast res 1% and EPAC1 ag -2%.
`Cc1ccc(S(=O)(=O)N(C)c2ccc(C(=O)NCC(c3ccco3)N(C)C)cc2)cc1` (centres undefined) gave PLK1 PBD inh -1%, PI5P4K alpha inh 0, EPAC1 antag 5%, FUS suppressor -3%, WRN inhibitor 1%, IL-2 act 0.5, Abeta yeast res -9% and EPAC1 ag 0%.
For Cc1cc(C)n(CC(O)Cn2c3ccc(Br)cc3c3cc(Br)ccc32)c(=O)n1 (centres undefined) the results were PLK1 PBD inh -8%, EPAC1 antag 0%, FUS suppressor inconclusive, WRN inhibitor -6%, IL-2 act -0.3, Abeta yeast res 11% and EPAC1 ag 21%.
Screening C=CCOc1ccc(CN(C)C(=O)c2ccc(CNS(=O)(=O)c3ccc(C)c(C)c3)cc2)cc1 returned PLK1 PBD inh 3%, PI5P4K alpha inh 6, EPAC1 antag -4%, FUS suppressor 37%, WRN inhibitor -2%, IL-2 act -0.3, Abeta yeast res 13% and EPAC1 ag 5%.

High-throughput results (PubChem BioAssay)
